High-throughput results as filed in PubChem BioAssay.
ARFGAP1 inh: inhibitors of rat ARFGAP1 | Q62848 | Arfgap1-stimulated ARF1 GTP hydrolysis, GDP FP detection | inhibition, % at 16.5 µM | 360,000 tested, 0.26% active;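 active = inhibition above a per-plate limit, mean inhibition of low control wells plus 3 SD, cut at about 25% in these data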;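 also: 0% = DMSO wells with enzyme and 100% = wells lacking Arfgap1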
Target sequence (Q62848 1-136 limits assumed): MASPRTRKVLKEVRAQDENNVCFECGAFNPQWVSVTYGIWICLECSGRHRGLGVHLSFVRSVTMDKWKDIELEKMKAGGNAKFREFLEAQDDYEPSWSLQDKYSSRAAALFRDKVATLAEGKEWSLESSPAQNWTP
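Material: truncated rat Arfgap1 GAP domain; Incubation: compound-enzyme preincubation 20 min, reaction 120 min, detection 60 min, 25 °C; Read-out: percent inhibition of Arfgap1-stimulated GTP hydrolysis; Technique: FP, GDP Alexa 633 tracer displaced from anti-GDP antibody, 620/688 nm; Controls: No-Arfgap1 wells (100%) versus DMSO full-reaction wells (0%); Replication: single well per compound.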
ASAP1 GAP inh: inhibitors of human ASAP1 ArfGAP activity; 360,000 tested, 0.19% active; ASAP1-stimulated ARF1 GTP hydrolysis, GDP FP detection; Q9ULH1; AID 624377; inhibition, % at 16.5 µM; in the data active = inhibition above about 25%;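 also: 0% = vehicle with enzyme and substrate and 100% = no enzyme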
Target sequence (Q9ULH1 325-724 limits assumed): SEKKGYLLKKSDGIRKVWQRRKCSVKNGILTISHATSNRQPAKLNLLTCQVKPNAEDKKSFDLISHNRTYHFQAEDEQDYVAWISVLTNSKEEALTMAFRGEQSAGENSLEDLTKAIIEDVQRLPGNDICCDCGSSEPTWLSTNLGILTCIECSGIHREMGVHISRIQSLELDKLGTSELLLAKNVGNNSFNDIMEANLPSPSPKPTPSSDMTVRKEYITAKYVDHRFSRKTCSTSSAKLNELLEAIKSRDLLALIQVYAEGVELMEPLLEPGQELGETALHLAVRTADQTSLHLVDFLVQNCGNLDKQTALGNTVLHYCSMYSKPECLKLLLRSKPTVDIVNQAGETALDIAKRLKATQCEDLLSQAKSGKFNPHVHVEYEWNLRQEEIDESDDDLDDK
sPLA2-III inh: Inhibits HGIII-sPLA2 liposome hydrolysis, primary screen | Q9NZ20 | QFRET BODIPY PC-A2 liposome hydrolysis, fluorescence | inhibition, % at 12.2 µM | 370,000 tested, 0.56% active | AID 743126;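 active = inhibition above mean plus 3 SD of compounds lying within the high and low control bounds, cut at about 19% in these data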;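 also: 0% = median of test compound wells and 100% = no enzyme DMSO wells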
rCAG RNA binder: molecules binding r(CAG) RNA repeats | 370,000 tested, 1.3% active | r(CAG) RNA repeat, TO-PRO-1 dye displacement fluorescence | AID 651821 | inhibition, % at 3 µM;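 active = inhibition above the plate cutoff, the mean of all test compounds on that plate plus 3 SD, cut at about 35% in these data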;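 also: 0% = DMSO alone and 100% = 100 µM mitoxantrone as full dye displacement; higher means more dye released from RNA so lower well fluorescence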
NPR1 activator: GC-A (human) enzyme activation. 370,000 tested, 0.14% active. activation, % at 10 µM. HEK293 GC-A cells, cGMP TR-FRET, EC30 ANP; 0% at EC30 ANP, 100% saturating ANP. P16066; in the data active = activation above about 40%
ADAM10 inh: ADAM10 inhibition, QFRET primary screen | O14672 | 370,000 tested, 0.62% active | recombinant ADAM10, EDANS/DABCYL FRET peptide cleavage, 3 h | inhibition, % at 7 µM;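 active = inhibition above a per-campaign cutoff equal to the mean of compounds falling between control-based bounds plus 3 SD, cut at about 20% in these data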;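 also: 0% = DMSO wells while the 100% control is not disclosed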
Tn6 DDE FP: inhibitors of Tn6 peptide binding to human fibrin DD(E). Fibrin DD(E) TRITC-Tn6 fluorescence polarization displacement. P02675. 370,000 tested, 0.21% active. inhibition, % at 8.3 µM;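 active = inhibition above a per-campaign cutoff: mean of compounds within control limits plus 3 SD, cut at about 15% in these data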;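 also: 0% = median of all compound wells on the plate and 100% = blocking peptide control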
GC-B act: GC-B (human) receptor activation; HEK293-GC-B cells, CNP EC30, cGMP TR-FRET; 0% at EC30 CNP, 100% saturating CNP; activation, % at 10 µM; 370,000 tested, 0.11% active; AID 1920062;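 active = activation at 10 µM reaching about 35% in either raw or pattern-adjusted values, limit read from the data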
proKLK7 act: activators of human kallikrein-7 zymogen; 370,000 tested, 0.9% active; activation, % at 7 µM; AID 652039; P49862; purified proKLK7, EDANS-DABCYL substrate fluorescence; 100% is mature enzyme control, 0% vehicle;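 active = activation above the mean of all tested compounds plus 3 SD, computed per campaign excluding outliers beyond control limits, cut at about 13% in these data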
Target sequence (P49862 whole entry, looked up): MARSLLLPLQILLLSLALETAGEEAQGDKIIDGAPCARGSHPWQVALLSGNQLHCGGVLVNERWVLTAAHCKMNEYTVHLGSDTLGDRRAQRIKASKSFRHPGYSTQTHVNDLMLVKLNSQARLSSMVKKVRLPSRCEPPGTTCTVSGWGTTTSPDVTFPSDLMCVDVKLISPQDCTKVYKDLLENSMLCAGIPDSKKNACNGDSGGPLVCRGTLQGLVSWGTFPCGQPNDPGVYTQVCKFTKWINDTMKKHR
GAA850 FXN act: frataxin GAA850 promoter activation; HEK293 lucGAA850 FXN promoter luciferase reporter, 24 h; percent of 10 µM SAHA response; 360,000 tested, 0.56% active; activation, % at 6 µM;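 active = activation above the average of all compounds screened plus 3 SD, cutoff fixed separately per campaign, cut at about 7.5% in these data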;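 also: 0% = DMSO wells and 100% = 10 µM SAHA wells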
* = called active by the depositor; x = not tested or not shown.

Each structure is followed by: ARFGAP1 inh	ASAP1 GAP inh	sPLA2-III inh	rCAG RNA binder	NPR1 activator	ADAM10 inh	Tn6 DDE FP	GC-B act	proKLK7 act	GAA850 FXN act
#1 NC(=O)CCC(NS(=O)(=O)c1ccc(Cl)cc1)C(=O)NCc1ccccc1Cl (stereo not drawn)
  3	5	-13	-2	-1	-6	-7	1	-0.2	-3.7
#2 Cc1cc(C(O)c2ncc(-c3ccccc3C)[nH]2)ccc1F (stereo not drawn)
  8	-15	2	0	3	-8	2	1	0.7	-1.0
#3 Cc1cc(C)nc(SCC(=O)N/N=C/c2cccn2-c2cccc(C(F)(F)F)c2)n1
  13	10	-9	-4	-10	4	-7	-7	0.2	-0.4
#4 C=CCc1cc(Cl)ccc1OCCCn1ccnc1
  1	-2	-27	-8	0	-2	1	0	-0.5	0.3
#5 OC[C@@H]1CCCN1Cc1cn(-c2ccccc2)nc1-c1ccc2c(c1)OCO2
  -15	-1	-8	5	0	5	-2	0	0.1	3.0
#6 CCc1ccccc1NC(=O)CN(C)C(=O)CSc1nnc(Nc2cccc(C)c2)s1
  -1	7	-18	-4	-6	2	2	2	0.2	-0.5
#7 CC1CC(C)CN(C(=O)CSc2nnc(N)s2)C1 (stereo not drawn)
  -12	2	-1	-1	4	-9	0	-2	-0.5	1.4
#8 COc1ccc(-n2cccc2C=O)cc1OC
  16	-4	7	-3	2	6	-2	8	0.1	-1.7
#9 Cc1cc(C)nc(N/N=C/c2cn[nH]c2-c2ccc(F)cc2)n1
  -8	4	0	0	-5	2	0	-12	0.3	-0.1
#10 CCc1ccc(NC(=O)c2cc(-c3ccc4c(c3)OCO4)on2)cc1
  -2	0	3	-1	4	1	8	1	0.0	1.6
#11 CC1CCN(c2ccc(/C=C(\C#N)c3nn(-c4ccccc4)c(N)c3C#N)cc2[N+](=O)[O-])CC1
  -6	-2	0	3	0	-1	5	-3	-0.7	-0.5
#12 Cc1ccc(OCC(=O)NNC(=O)C(=O)NC(C)(C)C)cc1
  0	-6	7	0	0	21*	-3	1	-0.3	3.3
#13 CC(=O)c1sc(N/N=C/c2cccc([N+](=O)[O-])c2)nc1C
  7	-2	2	2	8	8	3	-4	0.0	2.5
#14 CC(C)COC(=O)c1ccc2c(c1O)C(=O)c1ccccc1C2=O
  -2	-6	5	5	20	10	0	0	-0.1	-0.8
#15 CC(C)n1nccc1NC(=O)Nc1ccccc1
  17	-13	8	2	0	5	0	-6	0.3	0.2
#16 O=C(CSc1nnc(-c2ccc(F)cc2)c2ccccc12)Nc1c(F)cccc1F
  3	11	-7	1	-3	4	0	-3	-0.1	4.3
#17 CCn1c(SCC(=O)n2c(C)c(C)c3ccccc32)nnc1-c1ccco1
  1	5	-4	4	-12	5	5	-2	0.1	-0.1
#18 CCOC(=O)CC(=O)CSc1[nH]c(=O)cc(C)c1C#N
  24	-1	-8	6	-3	-3	4	-1	4.8	0.5
#19 Cc1ccc(S(=O)(=O)N2CCC(C(=O)Nc3ccc(S(=O)(=O)N4CCCC4)cc3)CC2)cc1C
  11	5	-30	10	1	18	1	0	-0.1	-2.7
#20 Cc1ccc(C(=O)NCC(=O)OCn2nnc3ccccc3c2=O)cc1
  -9	-23	6	-1	-6	-5	1	-2	0.3	-0.5
#21 NC(=O)c1ncc(C(F)(F)F)cc1Oc1cccc(F)c1
  -3	9	-1	-1	1	0	-3	0	0.1	2.3
#22 N#CCCn1cc(/C=C2\NC(=S)N(c3ccccc3)C2=O)c(-c2ccc(F)cc2)n1
  3	-6	3	19	23	3	-1	12	-0.9	0.2
#23 Clc1ccc(-c2nnc3c4ccccc4nc(N4CCOCC4)n23)cc1Cl
  2	4	-6	2	4	-24	-4	2	0.5	-2.7
#24 O=C(NCc1ccccc1)c1nc(-c2c(F)cccc2F)oc1-c1ccccc1
  8	1	7	4	0	-23	-4	2	-0.1	x
#25 COc1ccc(-n2c(SCC(=O)NCc3cccs3)nc3[nH]ncc3c2=O)cc1
  1	6	-3	-1	1	-1	3	0	-0.2	1.9
#26 O=C(Nc1ccccc1N1CCOCC1)c1ccc2nc[nH]c2c1
  3	-13	0	0	1	3	-2	-2	0.0	-1.1
#27 CCOC(=O)/C(=C/c1ccc(F)cc1)NC(C)=O
  15	3	8	-1	4	-2	4	2	-0.6	2.0
#28 Cc1ccc2sc(NC(=O)CN3C(=O)CCC3=O)nc2c1C
  4	-8	-6	2	50*	-9	5	7	0.0	1.4
#29 CC(C)(C)OC(=O)N1CCN(C(=O)c2ncn3c2c(=O)[nH]c2ccccc23)CC1
  -9	-5	2	0	2	-27	7	1	-1.6	0.8
#30 CO[C@H]1CN(C)C(=O)c2cc(NC(=O)c3ccccc3)ccc2OC[C@H](C)NC[C@@H]1C
  -4	3	-4	-3	-1	7	6	1	-0.4	x

Other entries follow:
Each structure is followed by: ARFGAP1 inh	ASAP1 GAP inh	sPLA2-III inh	rCAG RNA binder	NPR1 activator	ADAM10 inh	Tn6 DDE FP	GC-B act	proKLK7 act	GAA850 FXN act
#31 Cc1nn(-c2cc(C(F)(F)F)ccn2)c(=O)o1
  5	-5	4	-1	2	-1	-8	4	-0.1	-0.2
#32 O=C(O)c1ccc(S(=O)(=O)c2ccccc2)cc1
  -7	8	-1	-1	1	-4	4	5	-0.5	0.2
#33 COc1ccc(C(C(=O)NC(C)(C)C)N(C(=O)CCC(=O)Nc2cc(C)on2)c2ccc(C)c(C)c2)cc1 (stereo not drawn)
  -16	9	1	-4	-14	-3	-14	2	-0.5	-0.3
#34 COCCn1c(SCC#N)nnc1-c1ccccc1
  7	5	4	0	4	6	0	2	-0.2	-1.6
#35 COc1ccc(OC)c(C(C(=O)NCc2ccco2)N(C(=O)Cn2nnc3ccccc32)C2CC2)c1 (stereo not drawn)
  -2	-8	-1	-7	-7	-7	1	-2	-0.2	-2.6
#36 C=CCSc1nc(C)c(CCCC)c(=O)[nH]1
  -2	16	0	-3	0	-5	-7	3	-0.3	2.4
#37 COc1ccc(NC(=O)c2ccccc2C)c(OC)c1
  4	-10	-3	-2	1	-4	1	0	0.5	-0.4
#38 O=C(Nc1cccnc1)C1Cc2c(-c3ccco3)ccnc2O1 (stereo not drawn)
  6	-10	0	1	1	-9	5	-1	-0.1	-0.1
#39 Cc1ccccc1NC(=O)CCN1CCN(C)CC1
  -6	-6	0	1	1	15	-11	5	-0.3	-0.8
#40 CCc1nnc(NC(=O)C23CC4CC(CC(C4)C2)C3)s1
  1	-1	-2	-5	-4	5	0	0	-0.2	6.3
#41 O=C(Nc1cnc2ccccc2c1)N1CCOCC1
  10	-5	3	4	1	-56	-5	-3	2.6	4.3
#42 CC(C)(C)c1ccc(N=C2SCC(=O)N2Cc2cccs2)cc1
  2	-7	-1	0	-3	5	-1	3	-0.3	0.9
#43 Cc1ccc(/C=C2\SC(=S)N(CCC(=O)NCCCN3CCOCC3)C2=O)cc1
  -3	11	1	-2	3	3	-1	1	0.4	-0.2
#44 Cc1nn(C)c(C)c1S(=O)(=O)NCc1cccs1
  7	2	12	0	1	-1	11	6	-0.8	-0.8
#45 CCOC(=O)CNS(=O)(=O)c1ccc(S(=O)(=O)NC2CC2)cc1
  0	-8	-8	0	3	-7	-3	2	0.1	2.0
#46 O=C(CN1C(=O)S/C(=C\C=C\c2ccccc2)C1=O)Nc1cccc(O)c1
  10	4	-24	18	-2	14	-4	-4	-4.3	4.1
#47 C=CCOC(=O)Nc1ccc(Cl)cc1NC(=O)OCC=C
  6	2	1	0	-7	4	-3	-3	-0.7	0.0
#48 CNC(=S)Nc1cccc(S(=O)(=O)NC2=NCCC2)c1
  2	10	7	2	5	9	4	0	0.1	0.6
#49 Cc1ccc(C(=O)N2CCCC(C(=O)c3ccc(Cl)cc3C)C2)cn1 (stereo not drawn)
  -2	8	0	-3	-2	-1	13	6	-0.7	-0.4
#50 CCNC(=O)C/C(C)=N/NC(=O)C1CCCCC1
  6	-5	3	0	2	7	5	1	-0.2	2.0
#51 Cc1ccc(CNC(=O)c2cc(-c3ccccc3C)nn2CC2CC(c3cccnc3)=NO2)cc1 (stereo not drawn)
  -7	-6	-26	-3	-1	10	-6	-7	-0.1	-2.0

Gathered by group: those above with an NH in an aromatic ring.
Each structure is followed by: ARFGAP1 inh	ASAP1 GAP inh	sPLA2-III inh	rCAG RNA binder	NPR1 activator	ADAM10 inh	Tn6 DDE FP	GC-B act	proKLK7 act	GAA850 FXN act
#2 Cc1cc(C(O)c2ncc(-c3ccccc3C)[nH]2)ccc1F (stereo not drawn)
  8	-15	2	0	3	-8	2	1	0.7	-1.0
#9 Cc1cc(C)nc(N/N=C/c2cn[nH]c2-c2ccc(F)cc2)n1
  -8	4	0	0	-5	2	0	-12	0.3	-0.1
#18 CCOC(=O)CC(=O)CSc1[nH]c(=O)cc(C)c1C#N
  24	-1	-8	6	-3	-3	4	-1	4.8	0.5
#25 COc1ccc(-n2c(SCC(=O)NCc3cccs3)nc3[nH]ncc3c2=O)cc1
  1	6	-3	-1	1	-1	3	0	-0.2	1.9
#26 O=C(Nc1ccccc1N1CCOCC1)c1ccc2nc[nH]c2c1
  3	-13	0	0	1	3	-2	-2	0.0	-1.1
#29 CC(C)(C)OC(=O)N1CCN(C(=O)c2ncn3c2c(=O)[nH]c2ccccc23)CC1
  -9	-5	2	0	2	-27	7	1	-1.6	0.8
#36 C=CCSc1nc(C)c(CCCC)c(=O)[nH]1
  -2	16	0	-3	0	-5	-7	3	-0.3	2.4
